# hERG WT inh: qHTS for Inhibitors of KCHN2 3.1: Wildtype qHTS; U2OS, BacMam KCNH2, thallium flux FluxOr; stronger effect = lower value; Voltage-gated inwardly rectifying potassium channel KCNH2 (Homo sapiens), Q12809; 340,000 compounds, 0.37% hits; AID 720551, 2013; activity change, % at 1.84 µM;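 active = maximum activity change below -70%; inconclusive = maximum activity change between -70% and -50%; inactive = maximum activity change above -50%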; also: % is scaled to controls: 0 for no effect and ±100 for the full control effect
# Target sequence (Q12809 whole entry, looked up): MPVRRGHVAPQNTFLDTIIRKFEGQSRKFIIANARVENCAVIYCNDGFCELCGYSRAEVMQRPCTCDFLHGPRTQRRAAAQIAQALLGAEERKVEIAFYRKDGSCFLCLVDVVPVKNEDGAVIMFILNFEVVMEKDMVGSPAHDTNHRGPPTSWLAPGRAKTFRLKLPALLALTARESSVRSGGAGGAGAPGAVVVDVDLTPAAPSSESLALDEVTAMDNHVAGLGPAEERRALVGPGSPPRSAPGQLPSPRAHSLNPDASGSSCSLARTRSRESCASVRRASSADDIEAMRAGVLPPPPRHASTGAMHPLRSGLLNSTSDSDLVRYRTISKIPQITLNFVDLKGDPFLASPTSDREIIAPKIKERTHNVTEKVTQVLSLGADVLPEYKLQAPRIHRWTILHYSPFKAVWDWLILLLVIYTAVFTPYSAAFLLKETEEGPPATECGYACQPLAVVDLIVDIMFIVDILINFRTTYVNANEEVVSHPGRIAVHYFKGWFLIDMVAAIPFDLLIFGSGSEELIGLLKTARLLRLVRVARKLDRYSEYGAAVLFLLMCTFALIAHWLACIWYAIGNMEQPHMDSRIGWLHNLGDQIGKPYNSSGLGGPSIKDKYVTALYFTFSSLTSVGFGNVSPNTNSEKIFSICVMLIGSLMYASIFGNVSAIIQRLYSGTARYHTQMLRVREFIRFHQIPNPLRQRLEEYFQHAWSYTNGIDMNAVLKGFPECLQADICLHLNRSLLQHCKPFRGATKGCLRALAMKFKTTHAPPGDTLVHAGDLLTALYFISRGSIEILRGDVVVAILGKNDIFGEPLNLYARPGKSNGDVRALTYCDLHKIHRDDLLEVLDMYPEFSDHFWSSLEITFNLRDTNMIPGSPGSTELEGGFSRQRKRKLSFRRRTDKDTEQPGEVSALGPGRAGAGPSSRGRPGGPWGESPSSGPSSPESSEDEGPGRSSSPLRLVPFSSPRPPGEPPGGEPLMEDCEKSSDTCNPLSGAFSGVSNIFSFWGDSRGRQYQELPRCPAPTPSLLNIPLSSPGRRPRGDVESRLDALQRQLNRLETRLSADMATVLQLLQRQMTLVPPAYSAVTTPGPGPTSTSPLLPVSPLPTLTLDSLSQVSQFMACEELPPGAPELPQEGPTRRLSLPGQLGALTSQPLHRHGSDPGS
#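 U2OS cells were transduced with wild-type KCNH2 virus (2.03 x 10^8 / mL) for 4 h at room temperature, then cultured overnight at 37 C. Thallium flux was read with FluxOr dye. Rate constants were normalized to DMSO controls.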
# Chronic BCR inh: qHTS Assay to Find Inhibitors of Chronic Active B-Cell Receptor Signaling | 340,000 compounds, 0.05% hits | Potency, µM (highest dose often 46.1 µM), inactives show top-dose ratio change, negative = lower green/red ratio, hits mostly inhibitors | AID 493014, 2011 | ABC-DLBCL IkBa-CBG/CBR reporter, luminescence ratio, 4 h; active = well fitted inhibition curve with a large enough effect in the signal ratio, with a control signal flat, not every such curve was filed as active; inconclusive = small, poorly fitted or top-dose-only effect, or effect the other way, or a change in a side signal; the % refers to the signal ratio;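 also: potency is read from the fitted curve at half-maximal effect; plate controls were basal doxycycline-induced cells for no effect and cells given 10 µM MG132 for full effect; MG132 reads +100%, hits lower the ratio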
#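 Cell line TMD8 (human ABC DLBCL), stably expressing tet-inducible CBG68-IkBa fusion and CBR; IMDM/0.5% FBS; cpd up to 46 uM; dox induction, 4 h, 37C/5% CO2; dual luminescence; green/red ratio; MG132 control.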
# Eya2 inh: qHTS Assay for Inhibitors of the Phosphatase Activity of Eya2; Protein phosphatase EYA2 (Homo sapiens), O00167; recombinant Eya2, OMFP fluorescence dephosphorylation (OMFP is methylfluorescein phosphate); Potency, µM (series often up to 76.9 µM), without a hit: at the top dose activity, negative = inhibition, hits mostly inhibitors; 330,000 compounds, 0.006% hits; AID 488837, 2010; also: potency is read from the fitted curve at half-maximal effect; % is scaled to controls: 0 for no effect and ±100 for the full control effect
#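 Eya2 protein (added as 0.2 uM solution) was preincubated with compound for 10 min at ambient temperature in 50 mM HEPES pH 7.5, 50 mM NaCl, 5 uM MgCl2, 0.05% BSA, 1 mM DTT. OMFP (added at 50 uM) then reacted 10 min; fluorescence read at 485/525 nm.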
# MBNL1 CUG block: qHTS Assay for Inhibitors of MBNL1-poly(CUG) RNA binding. TR-FRET MBNL1-His/biotin-(CUG)12 binding, 665/545 ratio. Potency, µM (titrated, usually from 57.5 µM), for inactives: at the highest dose activity change, negative = inhibition, actives largely listed as inhibitors. 280,000 compounds, 0.036% hits. AID 2675, 2010; active = well fitted inhibition curve with a large enough effect in the signal ratio, with a control signal flat, not every such curve was filed as active; inconclusive = small, poorly fitted or top-dose-only effect, or effect the other way, or a change in a side signal; inactive = no such curve, though single readings can be large or run the other way; the % refers to the signal ratio; also: potency is read from the fitted curve at half-maximal effect; % is scaled to controls: 0 for no effect and ±100 for the full control effect
#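 TR-FRET between His-tagged MBNL1 and biotin-(CUG)12 RNA, detected with Tb anti-His antibody (0.055 ng/ul) and streptavidin-XL665 (5 nM), 60 min at room temperature. Compounds titrated 92 nM to 58 uM; 665/545 nm ratio normalized to buffer and complex controls.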
# TSHR antag: Antagonists of the Thyroid Stimulating Hormone Receptor: HTS campaign | 330,000 compounds, 0.2% hits | Thyrotropin receptor (Homo sapiens), P16473 | AID 504810, 2011 | TSHR-expressing cells, TSH-stimulated cAMP HTRF, 2 h; stronger effect = lower value | activity change, negative = inhibition, % at 11.5 µM;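 active = activity change below a set negative limit, meaning inhibition stronger than a set level, cut at about -70% in these data; inconclusive = activity change between two set negative limits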; also: % is scaled to controls: 0 for no effect and ±100 for the full control effect
#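 Freshly harvested TSHR cells receive pin-tooled compound, then EC80 TSH at 4nM final. After 2 hours at 37 deg C, antibody in lysis buffer and cAMP-d2 are added; 30 minutes at ambient temperature precede the HTRF read.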
# GALK inhibitor: qHTS Assay for Inhibitors of Human Galactokinase (GALK) | Potency, µM (titrated, usually from 57.5 µM), for the others: at the highest dose activity change, negative = inhibition, actives largely listed as inhibitors | Purified GALK, Kinase-Glo residual ATP luminescence | 270,000 compounds, 0.007% hits; also: potency is read from the fitted curve at half-maximal effect; % is scaled to controls: 0 for no effect and ±100 for the full control effect
#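 Luminescence from leftover ATP (Ultra-Glo luciferase/luciferin) served as read-out after a 1 h room-temperature reaction of 5 nM GALK with 35 uM ATP and 100 uM galactose.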
# Menin MLL FP TR: qHTS Assay for Inhibitors Targeting the Menin-MLL Interaction in MLL Related Leukemias: Competition With Texas Red Labeled MLL-derived Mutant Peptide | 270,000 compounds, 0.23% hits | Menin + Texas Red MLL mutant peptide, fluorescence polarization | AID 1768, 2009 | O00255 | Potency, µM (highest dose often 61.6 µM), for inactives: at the top dose FP activity change, negative = inhibition, most hits filed as inhibitors; active = well fitted inhibition curve with a large enough effect in the polarisation, with a control signal flat, not every such curve was filed as active; inconclusive = small, poorly fitted or top-dose-only effect, or effect the other way, or a change in a side signal; inactive = no such curve, though single readings can be large or run the other way; the % refers to the polarisation; also: potency is read from the fitted curve at half-maximal effect; % of control where 0% means no effect; many of its hits are not listed in these tables
# ASM inhibitor: Inhibitors of Secretory Acid Sphingomyelinase (S-ASM): qHTS; Potency, µM (series often up to 57.5 µM), for the others: at the highest dose activity change, negative = inhibition, most hits filed as inhibitors; AID 504937, 2011; 340,000 compounds, 0.006% hits; placental ASM, HMU-PC fluorogenic substrate, 60 min; Sphingomyelin phosphodiesterase (Homo sapiens), P17405; also: potency is read from the fitted curve at half-maximal effect
#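 Human placenta-derived ASM preincubated with compound 10 min at room temperature, then reacted with 9 uM (final) fluorogenic HMU-PC substrate for 60 min at 37 C. Stop solution raises pH to 10; fluorescence read at Ex 386/Em 447 nm.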
# USP2a inh: qHTS Assay for Inhibitors of Ubiquitin-specific Protease USP2a Using CHOP2 as the Reporter; USP2 core, Ub-CHOP2 coupled fluorogenic reporter, 485/531; Potency, µM (doses to about 38.3 µM), for the others: at the highest dose activity change, negative = inhibition, usual class: inhibitors; 330,000 compounds, 0.01% hits;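 also: potency is read from the fitted curve at half-maximal effect; plate controls were DMSO wells for no effect and full inhibition by NEM control for full effect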
#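 Cell-free coupled assay: 10nM USP2 core preincubated 30min RT with compound in Tris-HCl pH 8.0/CaCl2/CHAPS buffer, then 25nM Ub-CHOP2 and 25nM reporter substrate; fluorescence (Ex 485/Em 531) read after 60min RT, normalized to NEM inhibition, concentration-response curves fitted.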
# Mito fusion act: qHTS Assay for Small Molecule Inhibitors of Mitochondrial Division or Activators of Mitochondrial Fusion; S. cerevisiae fusion-defective mutant growth rescue, CellTiterGlo 48 h; Potency, µM (series often up to 46.1 µM), for inactives: at the top dose growth rescue (activation), actives largely listed as activators; 320,000 compounds, 0.23% hits; AID 485298, 2010;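 also: potency is read from the fitted curve at half-maximal effect; % of control where 0% means no effect; nearly all actives have a fitted effect of over 45% in size; temperature-sensitive fusion mutants such as fzo1-1 at 37 °C on non-fermentable ethanol glycerol medium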
#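 Read-out: ATP-based luminescence (CellTiterGlo, 10 min ambient) reporting growth of fusion-defective ts yeast after 48 hours at 37C on glycerol/ethanol YPEG medium in the presence of compound.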
# PKM2 activator: qHTS Assay for Activators of Human Muscle isoform 2 Pyruvate Kinase. Pyruvate kinase PKM (Homo sapiens), P14618. purified PKM2, Kinase-Glo ATP luminescence, activation; response scale: 0% is enzyme alone, no compound. Potency, µM (doses to about 57.5 µM), for inactives: top-dose activation, usual class: activators. 260,000 compounds, 0.34% hits. AID 1631, 2009; also: potency is read from the fitted curve at half-maximal effect; % is scaled to controls: 0 for no effect and ±100 for the full control effect; nearly all actives have a fitted effect of over 55% in size
#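 Purified hPK-M2 (>95%) run at intermediate activity with 0.1 mM ADP and 0.5 mM PEP in 50 mM imidazole pH 7.2, KCl, MgCl2; 1 h room temperature. ATP formed read by Kinase-Glo luminescence; normalized to uninhibited and no-enzyme controls.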
# Numbers without * were called inactive; i = inactive; u = inconclusive; x = not tested or not shown; [ ] = remark or other dose. Unless noted, calls follow the shape of the dose curve; as a rule, active = well fitted curve in the direction sought with a large enough effect; inconclusive = small, poorly fitted or top-dose-only effect, or another doubt; inactive = no such curve, though single readings can be large; an effect the other way counts as inactive or inconclusive. Only part of the results is shown. The share of hits here may be higher or lower than overall.
SMILES,hERG WT inh,Chronic BCR inh,Eya2 inh,MBNL1 CUG block,TSHR antag,GALK inhibitor,Menin MLL FP TR,ASM inhibitor,USP2a inh,Mito fusion act,PKM2 activator
Cn1c(CCN2CCCCC2)nc2cc(NS(=O)(=O)c3ccc(Cl)cc3)ccc21,-28,u,2%,6%,2,5%,3%,1%,-19%,4%,1%
COc1ccc(C2CC(=O)OC3=C2C(=O)CC(C)(C)C3)c(OC)c1 (stereo unspecified),-7,-6%,-1%,-8%,5,5%,-9%,3%,1%,2%,-1%
CCOc1ccc(CC(=O)N/N=C/c2sccc2C)cc1,-13,u,-6%,u,-12,-5%,-13%,-3%,0%,-4%,-1%
COc1ccc(-c2nnc(SCC(=O)N3CCCCC3)o2)cc1OC,-9,-1%,-5%,3%,10,0%,-4%,0%,2%,3%,3%
CC(=O)c1cccc(CN2CCC(CO)(Cc3ccccc3)CC2)c1,22,-28%,7%,2%,-1,4%,-7%,-4%,4%,4%,-4%
COCCNc1nc(-c2cc(-c3ccc(Cl)cc3)on2)cc(C(C)C)n1,1,-3%,-11%,6%,0,4%,x,0%,0%,-42%[inhibitor],0%
Cc1ccccc1NC(=O)C1CCCN(S(=O)(=O)c2c(C)noc2C)C1 (stereo unspecified),24,-1%,11%,-2%,10,0%,-17%,1%,2%,1%,-3%
NC(=O)COC(=O)c1ccccc1OCc1ccc(Cl)cc1,1,4%,8%,1%,8,7%,-19%,1%,0%,5%,-4%
COC(=O)CSc1nnc(CNS(=O)(=O)c2ccc(C)cc2)n1C,-253*,u,-7%,2%,28,1%,-2%,3%,3%,-7%,-14%
CCOc1ccc(CN(C)CC(=O)NCc2ccccc2Cl)cc1,-85*,3%,-8%,-2%,-15,0%,-9%,1%,2%,9%,0%
CC(=O)Nc1ccc(-c2nc3cc(Cl)ccc3o2)cc1,0,u,0%,-3%,-14,-1%,2%,-1%,3%,6%,-3%
O=C(C1CC(=O)N(c2ccccc2F)C1)N1CCOCC1 (stereo unspecified),0,1%,-13%,x,x,x,x,5%,2%,x,x
CCc1cc(C(=O)c2ccc(OC)cc2)c(NC(=O)CN2CCN(C)CC2)s1,-79*,-9%,13%,x,2,-1%,x,-1%,-1%,-5%,-5%
CCOc1cc(C(=O)N2CCN(C/C=C/c3ccccc3)CC2)cc(OCC)c1OCC,17,6%,-1%,-12%,-7,4%,u,1%,0%,4%,4%
COc1ccc(-c2cc(=O)oc3cc(OCC(=O)NCC4CCC(C(=O)O)CC4)ccc23)cc1 (stereo unspecified),-3,-20%,3%,u,-15,x,-14%,-5%,0%,1%,3%
COc1ccc(CCn2c(C)cc(C(=O)COC(=O)c3ccc(NC(=O)CC#N)cc3)c2C)cc1,-33,7%,-7%,14%,-3,4%,x,-4%,-19%,-3%,1%
CN(C)Cc1c(C(=O)N/N=C/c2ccccc2OCc2c(F)cccc2Cl)nnn1-c1nonc1N,-1,-2%,14%,5%,3,-1%,-4%,u,-1%,4%,2%
O=S(=O)(Nc1ccncc1Cl)c1cc(Cl)ccc1Cl,0,2%,10%,x,-3,1%,x,19%,0%,-8%,-6%
CC(=O)Nc1cccc(N2C(=O)CCC2=O)c1,4,-2%,-25%,-3%,-2,0%,6%,-2%,1%,0%,-3%
OC[C@H]1O[C@H](OC[C@H]2O[C@H](OC[C@H]3O[C@H](O[C@]4(CO)O[C@H](CO)[C@@H](O)[C@@H]4O)[C@H](O)[C@@H](O)[C@@H]3O)[C@H](O)[C@@H](O)[C@H]2O)[C@H](O)[C@@H](O)[C@H]1O,5,-2%,-1%,x,-2,x,x,-4%,1%,-3%,x
CCOC(=O)c1c(C)nc2sc3c(=O)n(-c4ccc(C(C)=O)cc4)cnc3c2c1-c1ccc(OC)cc1,-13,0%,-20%,8%,-5,-1%,-16%,-7%,1%,9%,0%
CCOC(=O)CNC(=S)N(CCCN1CCN(C)CC1)Cc1cccs1,19,6%,-7%,-7%,17,3%,u,5%,0%,1%,x
CCN(CC)C(=O)Cc1cc(C(=O)O)c2ccccc2n1,4,2%,10%,5%,13,0%,5%,4%,-1%,-1%,0%
Cc1cc(NC(=O)C2CCN(C(=O)c3ccco3)CC2)ccc1Br,14,u,3%,x,-7,x,x,x,2%,11%,x
O=C(N/N=C/c1ccc(-c2cccc([N+](=O)[O-])c2)o1)c1cccs1,8,-17%,-6%,8%,-6,14%,u,-4%,4%,5%,5%
O=C(O)c1ccc(N/N=C/C=C/c2ccccc2[N+](=O)[O-])cc1,9,u,-11%,x,6,0%,u,2%,2%,0%,-3%
COCCN(C(=O)COC(=O)c1cc(C)n(-c2ccccc2)c1C)c1c(N)n(Cc2ccccc2)c(=O)[nH]c1=O,4,u,5%,x,8,x,x,-5%,2%,-4%,x
Cn1nc(-c2ccc(NCCO)c([N+](=O)[O-])c2)c2ccccc2c1=O,12,u,u,u,-7,1%,10%,-4%,6%,8%,-2%
CN(C)C(=O)N1CCC(C(=O)NCC2CCCO2)CC1 (stereo unspecified),-13,5%,u,u,-3,-2%,-16%,-1%,1%,3%,-3%
O=[N+]([O-])c1cccc(-c2nnc3cccc(Cl)n23)c1,36,4%,-6%,u,-20,-5%,-9%,2%,5%,3%,x
COc1ccc(CCN2CCCn3c2nc2c3c(=O)[nH]c(=O)n2C)cc1OC,1,u,-12%,4%,-6,-2%,1%,1%,-1%,3%,x
CC(C(=O)O/N=C(\N)c1cccnc1)c1ccc([N+](=O)[O-])cc1 (stereo unspecified),-8,-2%,5%,u,4,0%,0%,-5%,3%,-7%,0%
CCCN1C(=O)c2ccccc2NC1c1ccc(OC)cc1OC (stereo unspecified),17,0%,-1%,5%,14,3%,1%,102%[activator],1%,4%,-1%
CC(=O)N1CCN(S(=O)(=O)c2cccc(C(=O)NNC(=O)COc3ccc(F)cc3)c2)CC1,22,-1%,-14%,x,-2,x,x,-1%,1%,-1%,x
Cc1cc(Cl)ccc1NC(=S)NC(C)(C)C,-2,u,-1%,-7%,5,5%,17%,3%,1%,2%,1%
Cc1ccc(C(=O)CSc2ccc(-c3cccnc3)nn2)cc1,13,5%,-3%,28%,-7,0%,-9%,1%,3%,-7%,-2%
O=c1[nH]c(SCc2cccc(Cl)c2)nc2ccccc12,-2,5%,5%,-4%,-5,1%,u,-4%,3%,-2%,-25%
COc1ccc(N2CCN(C(=O)NC(=O)c3ccc(Cl)cc3)CC2)cc1,22,2%,-13%,0%,9,-8%,x,-3%,-1%,-2%,0%
CCOC(=O)c1c(N2C(=O)Nc3ccccc3N2O)n[nH]c1-c1cccc(Cl)c1,i,u,7%,u,2,-1%,-14%,2%,-10%,3%,-10%
Cc1cc(C)cc(NC(=S)NCc2cccs2)c1,2,3%,6%,-4%,-5,-1%,2%,-1%,1%,5%,5%
Cn1ccc(NC(=O)c2ccc(Cl)cc2)n1,-4,-1%,-16%,x,31,x,x,6%,1%,1%,x
COCCCNC(=O)CSC1=Nc2ccccc2C2=NC(c3ccccc3)C(=O)N12 (stereo unspecified),4,1%,-5%,-8%,-2,0%,-1%,105%[activator],4%,-4%,6%

# Screening results from PubChem BioAssay.
